# Assay outcomes deposited in PubChem by National Center for Advancing Translational Sciences (NCATS).
# AmpC inh det = AmpC beta-lactamase inhibition, detergent assay | AID 584 | hit rate 0.09% among 71,000 | purified AmpC, nitrocefin hydrolysis with detergent | P00811 | Potency, µM (doses to about 28.7 µM), without a hit: at the highest dose activity change, negative = inhibition; active = well fitted curve in the direction sought with a large enough effect
# Target sequence (P00811 whole entry, looked up): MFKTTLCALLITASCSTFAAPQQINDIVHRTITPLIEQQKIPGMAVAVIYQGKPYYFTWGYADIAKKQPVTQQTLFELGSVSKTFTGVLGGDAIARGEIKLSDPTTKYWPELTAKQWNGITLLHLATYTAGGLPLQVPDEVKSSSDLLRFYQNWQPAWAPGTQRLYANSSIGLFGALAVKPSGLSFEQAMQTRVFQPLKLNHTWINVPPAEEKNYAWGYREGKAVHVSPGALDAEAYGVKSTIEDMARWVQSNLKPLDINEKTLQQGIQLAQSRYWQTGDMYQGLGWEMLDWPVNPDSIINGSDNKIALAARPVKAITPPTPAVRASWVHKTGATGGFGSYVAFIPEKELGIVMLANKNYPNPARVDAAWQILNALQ
#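 E. coli AmpC (5.3 nM) in 20 mM phosphate pH 7.0 with 0.01% Triton X-100, preincubated 15 min RT with compound; nitrocefin (2 uL of 800 uM stock) hydrolysis followed by 480 nm absorbance every 20 s over 4 min.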
# Starred values were filed as active, the others as inactive; & = joins results of further samples; [ ] = dose if it differs, or a comment. % is set by controls: 0 for no effect and ±100 for the full control effect; potency is the fitted concentration of half-maximal effect.
SMILES,AmpC inh det
COC(=O)c1c(NC(=O)CSc2n[nH]c(N)n2)sc(C)c1C,-1%
Cc1ccc(CC2(O)CC(C)N(C)CC2C)c(C)c1 (centres undefined),-2%
CC(C)C(NS(=O)(=O)c1cccs1)C(=O)NCc1ccc2c(c1)OCO2 (centres undefined),6%
COc1ccc(S(=O)(=O)Cc2ccc(C(=O)N3CCN(C4CCCCC4)CC3)o2)cc1,6%
COc1ccc(Cl)cc1S(=O)(=O)N1CCCC(C(=O)NCC(N)=O)C1 (centres undefined),-5%
CCOP(=O)(c1ccc(N(C)C)cc1)C(O)c1c(Cl)cccc1Cl (centres undefined),-2%
COc1cc(NC(=O)c2ccco2)c(OC)cc1NC(=O)c1cc(OC)c(OC)c(OC)c1,-1%
COc1ccc(S(=O)(=O)N2CCC(C(=O)N3CCCC3)CC2)cc1,8%
O=C(CN(Cc1ccc2c(c1)OCO2)C(=O)CNS(=O)(=O)c1ccccc1)NCc1ccco1,-2%
Cc1cccc(OCC(=O)Nc2ccc3c(c2)OCCO3)c1,-5%
CCCOc1ccc(C(=O)NCCCn2ccnc2)cc1,-3%
c1ccc(CCc2ccccc2-c2nc(-c3ccccn3)no2)cc1,-1%
CCCCCOc1ccc(CN2CCOCC2)cc1Cl,8%
COC(=O)c1[nH]c2cccc(OC)c2c1NC(=O)CN1CCOCC1,15%
CCC(C)(C(=O)NC1CCCCC1)N(C(=O)c1cnccn1)c1c(C)n(C)n(-c2ccccc2)c1=O (centres undefined),0%
CC(C)Cn1c(N)c(C(=O)COC(=O)c2ccc3ccccc3n2)c(=O)n(C)c1=O,-8%
O=c1c2ccccc2nc(N2CCCC2)n1-c1ccc(Cl)cc1,12%
CCNS(=O)(=O)c1ccc(NC(=O)c2cc(C(F)(F)F)nn2C)cc1,-4%
CCCn1nnnc1NCc1cccn1C,-2%
CC(C)Cc1nnc(NC(=O)CCN2C(=O)c3ccccc3C2=O)s1,12%
CCOC(=O)c1nnn(-c2nonc2N)c1-c1cccs1,-2%
O=C1CC(c2ccccc2)C(=O)N1c1cccc(O)c1 (centres undefined),-6%
COc1cccc(Cn2c(=O)c(-c3ccccc3)nc3cncnc32)c1,2%
CC(=O)Nc1c(O)nc(SCC(=O)N2CCN(c3ccc(F)cc3)CC2)[nH]c1=O,-9%
CC(C)OC(=O)CSc1nc2cccnc2n1C1CCCCC1,9%
COc1ccc(NC(=O)c2oc3ccccc3c2NC(=O)COc2ccccc2OC)c(OC)c1,0%
CCOC(=O)c1ccc(-n2c(-c3ccco3)nc3ccccc3c2=O)cc1,0%
CCOC(=O)c1sc(C)c2c1NC1(CCCCC1)NC2=O,9%
CCOc1ccc(-c2nc(N)ncc2-c2ccccc2)c(O)c1,-2%
CCN(CC)C(=O)c1sc(NC(=O)c2ccco2)c(C#N)c1C,-3%
CS(=O)(=O)c1ccc2nc(NC(=O)c3cccs3)sc2c1,-7%
C=CCSC1=NC(N)=C(C#N)C2(CCCCC2)C1C(N)=O (centres undefined),7%
CC1CC(C)(C)NC(=O)O1 (centres undefined),4%
O=S(=O)(NC1CCCC1)c1cccc(S(=O)(=O)N2CCC(n3nnc4ccccc43)CC2)c1,0%
Cn1c(-c2ccccc2)cc2c3no[n+]([O-])c3ccc21,1%
C=CCOc1c(Cl)cc(C2NC(=O)NC(C)=C2C(=O)OC)cc1Cl (centres undefined),-2%
Cc1ccc(Cn2nc(C)c(NC(=O)c3cc(-c4ccc5c(c4)OCO5)on3)c2C)cc1,-7%
COc1cccc(NC(=O)c2ccccc2-c2nc(-c3ccccc3)no2)c1,-2%
COC(=O)c1ccc(C(NC(=O)OCc2ccccc2)/C(I)=C/[C@@H](C)C(=O)NCC2CC2)cc1 (some centres undefined),14%
CCCCCCn1c(SCCC)nc2c1c(=O)[nH]c(=O)n2C,6%
N=c1c(C(=O)NCC2CCCO2)cc2c(=O)n3ccccc3nc2n1Cc1cccnc1 (centres undefined),-3%
O=C(COc1ccc(-n2cnnn2)cc1)NCCc1ccc(F)cc1,-3%
Cc1nc2ccc3[nH]snc3c2n1,9%
O=C(OCC1CCCN2CCCCC12)c1ccc2c(c1)OCO2 (centres undefined),7%
O=C(CCn1nc(-c2ccccc2)ccc1=O)NCCCN1CCCCCC1,4%
CCn1c(SCc2nc(-c3ccc(OC)c(OC)c3)no2)nnc1-c1cccs1,-5%
COc1ccccc1CN1C(=O)CCC1(C)C(=O)NCc1cccnc1 (centres undefined),0%
CN1CCN(C(=O)c2c(O)c3cccc4c3n(c2=O)CC4)CC1,11%
Cc1ccccc1N(CC(=O)NC1CCCC1)C(=O)CS(=O)CC(=O)Nc1ccc2c(c1)OCO2 (centres undefined),-2%
CCCn1c(SCC(=O)N2CCN(c3ccc(OC)cc3)CC2)nc2c1c(=O)n(C)c(=O)n2C,1%
CCCC(c1nnnn1Cc1ccc(OC)cc1)N1CCN(c2ccccc2OC)CC1 (centres undefined),1%
O=C(O)CCNC(=O)c1ccc(Br)o1,0%
COc1ccc2[nH]c(=O)c(CN(C)C(=O)c3ccncc3)cc2c1,14%
COc1ccc(-n2c(=O)[nH]cc(C(=O)Nc3ccc(NC(C)=O)cc3)c2=O)cc1,1%
CN(C)/C=N/c1c(C#N)nnn1Cc1ccccc1,9%
COc1cc2[nH]c(=O)n(CCCCCC(=O)NCCCN3CCC(C)CC3)c(=O)c2cc1OC,-1%
C=CCN(Cc1cc(OC)ccc1OC)S(=O)(=O)N(C)C,-3%
COCCNC(=O)Cc1cn(C)c2ccccc12,-3%
COC(=O)c1ccc(C(NC(=O)OCc2ccccc2)/C(C)=C/[C@@H](C)C(=O)NCCN2CCOCC2)cc1 (some centres undefined),13%
O=C(CN1C(=O)CCS(=O)(=O)c2ccccc21)Nc1cccc(F)c1,10%

# Molecules from the list above containing a thiophene ring, fused or not (7):
SMILES,AmpC inh det
COC(=O)c1c(NC(=O)CSc2n[nH]c(N)n2)sc(C)c1C,-1%
CC(C)C(NS(=O)(=O)c1cccs1)C(=O)NCc1ccc2c(c1)OCO2 (centres undefined),6%
CCOC(=O)c1nnn(-c2nonc2N)c1-c1cccs1,-2%
CCOC(=O)c1sc(C)c2c1NC1(CCCCC1)NC2=O,9%
CCN(CC)C(=O)c1sc(NC(=O)c2ccco2)c(C#N)c1C,-3%
CS(=O)(=O)c1ccc2nc(NC(=O)c3cccs3)sc2c1,-7%
CCn1c(SCc2nc(-c3ccc(OC)c(OC)c3)no2)nnc1-c1cccs1,-5%

# (cont.)
SMILES,AmpC inh det
O=C(CN(Cc1ccco1)C(=O)CNS(=O)(=O)c1ccc(F)cc1)NCCc1ccccc1,-3%
CCCOc1ccc(/C(O)=C2/C(=O)C(=O)N(CCOC)C2c2cccnc2)cc1 (centres undefined),13%
COc1ccc(-c2nnc(NC(=O)c3cc(C)on3)s2)cc1,-2%
CCOC(=O)N1CCN(C(=O)CC(=O)Nc2ccc3nc4n(c(=O)c3c2)CCCCC4)CC1,10%
COc1ccccc1CN1CCCC2(CCN(C(=O)c3cccn3C)CC2)C1,-1%
O=C(CCN1C(=O)c2ccccc2C1=O)OCn1nnc2ccccc2c1=O,2%
CC(C)(C)OC(=O)N1CCC(c2c(C(=O)O)cnn2-c2ccccc2Cl)CC1,-2%
CC1=C(C(=O)Nc2ccccc2)C(c2cccs2)n2nnnc2N1 (centres undefined),-2%
CCN(CC)c1ccc2oc(=O)c(C)nc2c1,-2%
CCOCC(=O)Nc1cccc(OC)c1,-4%
NC(=O)CNC1CC(=O)N(CCc2ccccc2)C1=O (centres undefined),6%
COCC(=O)Nc1cc(=O)n(C)c(=O)n1C,18%
COc1ccc(Cc2ccc3[nH]c(=O)cc(C)c3c2)cc1S(=O)(=O)O,-3%[5.75 µM]
Cc1ccc(C(=O)NCc2ccco2)cc1S(=O)(=O)N1CCCCC1,0%
Cc1cc([P+](=O)O)c(C)n1-c1ccc(Br)cc1,6%
Cc1csc(NC(=O)CN2CCCCCC2)n1,21%
COc1cccc(C(=O)NCC2CCCO2)c1 (centres undefined),7%
CC1(C)CC(=O)C(C=Nc2ccc3c(c2)OCO3)=C(O)C1,4%
CC(C)C(=O)Nc1cccc(C(=O)NCCc2ccc(S(N)(=O)=O)cc2)c1,-2%
CCOC(=O)c1ccc(NC(=O)CN(C)S(=O)(=O)c2ccc(OC)cc2)cc1,1%
COc1ccc(NC(=O)N2CC[C@@]3(CCCNC3)C2)cc1,2%
CCCCOCCCNC(=O)c1cccs1,1%
O=c1ccc2c(OCCCCc3ccccc3)c3ccoc3cc2o1,-5%
COCCNc1ncnc2ccc(-c3cccc(OC)c3)cc12,7%
O=S(=O)(c1ccc(Br)s1)N1CCc2ccccc2C1,-4%
COc1ccc(CN2CCCC(C(=O)N(C)Cc3ccccc3)C2)cc1OC (centres undefined),-1%
Cc1ccc(Cn2c(SCC(=O)Nc3cccc(C)n3)nc3c2c(=O)n(C)c(=O)n3C)cc1,-7%
O=c1oc2cc(N=Cc3ccc4c(c3)OCO4)ccc2c2ccccc12,-2%[5.75 µM]
O=C(OC(C(=O)NCc1cccs1)c1ccccn1)c1cccs1 (centres undefined),-1%
COCCOC(=O)c1c(N)n(Cc2ccccc2)c2nc3ccccc3nc12,0%
CC[C@H]1CN2CCc3cc(OC)c(OC)cc3[C@H]2C[C@@H]1C[C@H]1NCCc2c1[nH]c1ccc(O)cc21,-4%[5.75 µM]
COCC(=O)N1CCC[C@@]2(CCN(C(=O)Nc3cccc(F)c3)C2)C1,0%
CC(=O)c1c(C)oc2ccc(NS(=O)(=O)c3ccc(O)c(C(=O)O)c3)cc12,-6%
CC12CCC(c3c(C(=O)O)nn(-c4ccccc4)c31)C2(C)C (centres undefined),-3%
NC1=NCCCC1,-3%
CCn1c(SCC(=O)Nc2cc(NC(C)=O)ccc2OC)nnc1-c1ccncc1,-1%
COc1cccc(Nc2nnc(SCC(=O)N3CCOCC3)s2)c1,-3%
O=S(=O)(c1ccc2c(c1)OCCO2)N1CCN(c2nc3ccccc3s2)CC1,-3%
CC1(C)[C@@H]2CC[C@]1(C)CN(CCC[N+](C)(C)C)C2,-3%[5.75 µM]
O=C1CCCC/C1=C\Nc1ccccc1C(=O)O,-3%
Cc1nonc1NC(=O)CSc1nnc(-c2ccoc2C)n1CC(C)C,10%
COc1cccc(-c2nn(C)c3sc(C(=O)NCc4ccc(C)o4)cc23)c1,-1%
O=C1CN=C(Nc2cccc(C(F)(F)F)c2)N1C1CCCC1,-4%
O=C(NCc1nnc(SCC(=O)N2CCCC2)o1)c1c(F)cccc1Cl,0%
O=C(NCCN1CCOCC1)c1cn(CCc2ccccc2)nn1,12%
c1ccc(-c2ccc(OCCOCCn3cncn3)cc2)cc1,12%
O=C(O)c1ccc2[nH]c3c(c2c1)CSCC3,-5%
CCOC(=O)c1cccc(NC(=O)c2cnc3ccccc3n2)c1,-4%
Cc1nc2cc(C(=O)NCCN3CCOCC3)ccc2n1-c1ccc(F)cc1F,-5%
CCN1CCN(Cc2ccc(NC(=O)Nc3ccc(OC)cc3)cc2)CC1,13%
Cc1ccc(SCCNC(=O)CN2C(=O)c3ccccc3S2(=O)=O)cc1,8%
COc1cc(NC(=O)CS(=O)(=O)c2ccc(C)cc2)cc(OC)c1OC,17%
CCCC(=O)NC(C)C(c1cccs1)N1CCN(C)CC1 (centres undefined),8%
Cc1cccc2[nH]c(-c3ccc(NC(=O)c4ccco4)cc3)nc12,-4%
O=C(NC1CCCCC1)c1ccc(S(=O)(=O)NCc2ccco2)cc1,-2%
O=C(CSc1nc2c([nH]c3ccccc32)c(=O)n1-c1cccc(Cl)c1)N1CCOCC1,9%
CN(C)S(=O)(=O)c1ccc(C(=O)N2CCCC2c2nc3ccccc3s2)cc1 (centres undefined),-5%
Cc1noc(/C=C/c2ccco2)c1S(=O)(=O)N1CCC(C(=O)N2CCc3ccccc3C2)CC1,0%
C=CCOc1cccc(C2/C(=C(/O)c3ccc(Cl)cc3)C(=O)C(=O)N2CCN2CCOCC2)c1 (centres undefined),-4%
COc1ccc2cc3c(N)c(C(=O)NCc4ccco4)sc3nc2c1,-5%

# Shown field by field: 4 of the compounds above
COc1cc(NC(=O)CS(=O)(=O)c2ccc(C)cc2)cc(OC)c1OC
  AmpC inh det: 17%
CCCC(=O)NC(C)C(c1cccs1)N1CCN(C)CC1 (centres undefined)
  AmpC inh det: 8%
Cc1cccc2[nH]c(-c3ccc(NC(=O)c4ccco4)cc3)nc12
  AmpC inh det: -4%
O=C(NC1CCCCC1)c1ccc(S(=O)(=O)NCc2ccco2)cc1
  AmpC inh det: -2%

# Next part.
SMILES,AmpC inh det
O=C(Nc1ccc(F)cc1Cl)c1ccc2c(=O)n3c(nc2c1)CCCCC3,-2%
Cn1c(=O)n(-c2cccc(Cl)c2)c(=O)n1C,-4%
COc1ccc(CN2C(=O)CC(=O)NC2=O)cc1,-2%
Nc1ccncc1,-4%&-1%
O=C(NCCc1ccccc1)C1CCN(S(=O)(=O)c2cccnc2)CC1,9%
Cc1c(C(=O)N2CCCC2)oc2c1-c1[nH]ncc1CC2,10%

# 5 of these compounds, set out differently:
SMILES | AmpC inh det
Cc1c(C(=O)N2CCCC2)oc2c1-c1[nH]ncc1CC2 | 10%
COc1ccc(CN2C(=O)CC(=O)NC2=O)cc1 | -2%
Cn1c(=O)n(-c2cccc(Cl)c2)c(=O)n1C | -4%
O=C(NCCc1ccccc1)C1CCN(S(=O)(=O)c2cccnc2)CC1 | 9%
Nc1ccncc1 | -4%&-1%

# Some of the compounds tested. The share of hits here may be higher or lower than overall.
